# From PubChem
# RMI-FANCM inh – disruptors of RMI1/RMI2 association with MM2 peptide – biochemical, fluorescence polarization, human, primary screen; RMI core complex (RMI1/RMI2) binding to FANCM MM2 peptide, human; RMI core complex with F-MM2 peptide; stronger effect = lower value; FP signal (polarization) at 33 µM; actives 0.58% (n = 70,000); in the data active means FP signal below about 40; further: inactives centre near 61; strong numbers were not always called active; unit not given here
# Active calls of the source: *; & = joins results of further samples.
SMILES | RMI-FANCM inh
CS(=O)(=O)c1cccc(-c2nnc(NC(=O)c3cccc(Br)c3)o2)c1 | 65
COC(=O)c1cnc(N2CCCN(C(=O)C3COc4ccccc4O3)CC2)nc1C(F)(F)F (stereo unspecified) | 56
COc1cc2nc(N3CCN(C(=O)OCc4ccccc4)C(C(=O)NC(C)(C)C)C3)nc(N)c2cc1OC (stereo unspecified) | 57
CCc1ccc(C(=O)O)cc1 | 60
Cc1cccc(NC(=O)c2cccc(S(=O)(=O)N3CCCC3)c2)n1 | 60
CC(CCc1ccccc1)NC(=O)Cc1csc(Nc2ccc(S(C)(=O)=O)cc2)n1 (stereo unspecified) | 62
O=C(O)c1ccccc1N/C=C/[N+](=O)[O-] | 56
Cc1cc(C)n(-c2ccc(Nc3ccc(NS(=O)(=O)c4ccc5c(c4)OCCO5)cc3)nn2)n1 | 69
O=C(CSc1n[nH]c(=O)n1Cc1ccco1)c1csc2ccccc12 | 57
N#C/C(=C/c1ccc(-c2cccc(Cl)c2Cl)o1)C(=O)N1CCCCC1 | 54
O=S(=O)(c1ccc(Cl)cc1)N1CCOC12CCNCC2 | 76
CSc1ccc(C(F)(F)F)cc1C(=O)/C=C/N(C)C | 58&54

# (more compounds)
SMILES | RMI-FANCM inh
Cc1ccccc1C(=O)NCCn1cc(SCC(=O)NCc2ccco2)c2ccccc21 | 59
CCCCCN(CCCCC)C(=O)C(CCC(=O)O)NC(=O)c1ccc(Cl)c(Cl)c1 (stereo unspecified) | 56&59&53
CC(C)(C)C(=O)Nc1nnc(SCC(N)=O)s1 | 60
Cn1cccc1Cc1nnc(SCC(=O)NCc2ccco2)n1Cc1ccccc1 | 63
O=C(Cc1cccs1)NCCCS(=O)(=O)N1CCN(c2ccccn2)CC1 | 61
CCN(CC)c1ccc(NC(=O)c2cccs2)c(N(CC)CC)n1 | 62
CC(=O)Nc1cccc(NC(=O)CSc2ccc(NC(=O)c3ccccc3)nn2)c1 | 86
O=C(CCc1csc(NC(=O)NC2CCCCC2)n1)NCCC1=CCCCC1 | 64
CC(C)CCn1c(=O)c2ccc(C(=O)NC3CCCCC3)cc2n2c(=O)n(C)nc12 | 72
CCS(=O)(=O)c1ccc(-c2cccc(NC(=O)c3ccc(F)cc3F)c2)nn1 | 101
N[C@@H](C(=O)O)[C@@H](O)[C@H](O)[C@H](O)CO | 64
O=C(/C=C\c1ccccc1)N1CCCC(c2nnc(-c3ccc4c(c3)OCO4)o2)C1 (stereo unspecified) | 64

# More structures follow.
SMILES | RMI-FANCM inh
O=c1cnnc(SCc2ccc([N+](=O)[O-])cc2)[nH]1 | 53
O=C(CSc1nnc(-c2ccc(C(F)(F)F)cn2)o1)Nc1ccccc1Cl | 53
CNC(=O)C(=O)NCc1ccc(F)cc1 | 65
CCCCSc1nnc(CNC(=O)c2ccccc2)n1-c1ccc(Br)cc1 | 64
O=C1/C(=C\c2cccs2)SC(=S)N1c1ccccn1 | 58
COc1ccc(N2CCN(C(CNC(=O)OCc3ccccc3)c3cccnc3)CC2)cc1 (stereo unspecified) | 60
O=C(NCCNC(=O)c1cccc(Cl)c1)c1ccc(NC(=O)C2CC2)cc1 | 81
O=C(CSc1ccc2nnc(-c3ccncc3)n2n1)Nc1ccc2c(c1)OCCO2 | 59
O=C(Nc1ccc(-c2ccc(N3CCCCC3)nn2)cc1)c1ccc2c(c1)OCO2 | 105
Cc1nc2n(c(=O)c1C)C(CC(=O)O)CS2 (stereo unspecified) | 72
CN1CCc2cc(C(CNS(=O)(=O)c3cccs3)N3CCCC3)ccc21 (stereo unspecified) | 56
CC(=O)Nc1ccc(S(=O)(=O)N2CCN(Cc3nc(-c4ccco4)cs3)CC2)cc1 | 61

# Remaining list, next part.
SMILES | RMI-FANCM inh
COc1ccc(NC(=O)/C(C#N)=C/N2CCN(c3ccccc3)CC2)cc1 | 90
O=C(c1ccccc1F)N1CCCC(c2nnc(Cc3ccc(F)cc3)o2)C1 (stereo unspecified) | 63
CC(OC(=O)CCc1c[nH]c2ccccc12)C(=O)c1ccc(F)cc1 (stereo unspecified) | 63
O=C(NCc1cccnc1)c1csc2nc(-c3ccc(F)cc3)cn12 | 64
O=C1C2C3C=CC(C3)C2C(=O)N1c1ccc(S(=O)(=O)c2ccc(N3C(=O)C4C5C=CC(C5)C4C3=O)cc2)cc1 (stereo unspecified) | 62
Cc1cccc(CC(=O)NCC2CCN(C(C)C)CC2)c1 | 73
Cc1cc(OCC(=O)c2cccc(C(F)(F)F)c2)n2cnnc2n1 | 55
Cc1ccc(N2CCCS2(=O)=O)cc1NC(=O)C(=O)NCCC1=CCCCC1 | 67
COc1ccc(C(=O)N2CCN(c3nccn3-c3ccc(C)cc3)CC2)c(OC)c1 | 60
FC(F)(F)c1ccnc(-c2ccccc2)n1 | 55
O=C(Cn1cc(S(=O)(=O)c2ccc(F)cc2)c2ccccc21)NCc1ccncc1 | 57
COc1ccc(C(=O)Nc2nc3c(s2)-c2cccc4cccc-3c24)c(OC)c1 | 65

# Seven of these compounds in another layout.
RMI-FANCM inh | smiles
64 | N[C@@H](C(=O)O)[C@@H](O)[C@H](O)[C@H](O)CO
60 | CC(C)(C)C(=O)Nc1nnc(SCC(N)=O)s1
64 | CCCCSc1nnc(CNC(=O)c2ccccc2)n1-c1ccc(Br)cc1
54 | N#C/C(=C/c1ccc(-c2cccc(Cl)c2Cl)o1)C(=O)N1CCCCC1
86 | CC(=O)Nc1cccc(NC(=O)CSc2ccc(NC(=O)c3ccccc3)nn2)c1
57 | O=C(CSc1n[nH]c(=O)n1Cc1ccco1)c1csc2ccccc12
65 | CS(=O)(=O)c1cccc(-c2nnc(NC(=O)c3cccc(Br)c3)o2)c1

# Remaining list, next part
SMILES | RMI-FANCM inh
N#CCC(=O)NNC(=S)NCC1CCCO1 (stereo unspecified) | 54
Cc1ccc(S(=O)(=O)On2nnc3ccccc32)cc1 | 61
C/C(=N/OCC(=O)O)c1ccc(Cl)cc1 | 53
CCCOC(=O)c1c(-c2ccccc2)nc(CC)c(C(=O)SCC)c1CCC | 54
Cc1cc(C(=O)Nc2ccc3c(c2)C(=O)NC3=O)nn1C | 66
CC(C)(C)NC(=O)NCCNC(=O)c1ccc(NC(=O)C2CC2)cc1 | 66
COc1ccc(-c2csc(NC(=O)c3ccnn3C)n2)c(OC)c1 | 67
CN1NC(c2cccs2)C2C(=O)N(Cc3ccccc3)C(=O)C21 (stereo unspecified) | 64
Cc1csc2nc(-c3cccc(NC(=O)c4ccc(F)cc4)c3)cn12 | 75
CCOC(=O)Cc1csc(NC(=O)CSc2nc(=O)[nH]c(C)c2C(=O)OCC)n1 | 57
Cc1ccc(S(=O)(=O)N2CCC(c3nc(-c4ccc(F)cc4)no3)CC2)cc1 | 70
CC(=O)Nc1ccc2c(c1)COCO2 | 62

# More entries follow:
SMILES | RMI-FANCM inh
COc1ccc(-c2cc3c(=O)[nH]nc(SCC(=O)c4ccc5c(c4)OCO5)n3n2)cc1OC | 67
O=C(NCCn1ncc2c(N3CCCC3)ncnc21)c1ccc(S(=O)(=O)N2CCCC2)cc1 | 66
Cc1ccc(C)c(S(=O)(=O)NCCOc2ccc(F)cc2)c1 | 62
COc1ccccc1-c1nnc(C2CCN(S(C)(=O)=O)CC2)s1 | 64
O=C(O)c1c[nH]ccc1=O | 64
Cc1csc(NC(=O)CSc2ccc(NC(=O)c3ccccc3)nn2)n1 | 67
CCOc1ccc(-c2cc(=O)n(Cc3ccccc3Cl)cn2)cc1 | 61
CC1Cc2ccccc2N1C(=O)Cn1cc(S(=O)(=O)Cc2ccccc2)c2ccccc21 (stereo unspecified) | 60
CCOC(=O)C(=CNc1ccc2n[nH]nc2c1)C(=O)OCC | 60
C=CCN1C(=O)C(C)(C)COc2ccc(NC(=O)OCC)cc21 | 66
CCn1ccc(C(=O)Nc2cc(C)nn2-c2nc3ccc(OC)cc3s2)n1 | 75
COc1ccc2nc(-c3ccc(OC)c(NC(=O)COc4ccc(Cl)cc4)c3)cn2n1 | 81

# The list continues.
SMILES | RMI-FANCM inh
Cc1cc(C)n2nc(C(=O)O)nc2n1 | 54
Cc1ccccc1OCCn1c(C2CCCO2)nc2ccccc21 (stereo unspecified) | 60
CC(=O)Cc1nsc(NC(=O)c2ccc(-c3ccccc3F)o2)n1 | 63
COc1cccc(-c2csc(-c3nnn(-c4ccccc4)c3C)n2)c1 | 75
CCCC(CCC)C(=O)NCCn1ncc2c(=O)n(Cc3ccc(Br)cc3)cnc21 | 69
COc1ccc(CCNC(=O)Cc2csc3nc(-c4ccc(C)cc4)cn23)cc1OC | 64
CC(=O)Nc1ccc(NC(=O)CSc2ccc(NC(=O)c3cccc(F)c3)nn2)cc1 | 97
CC(CC(=O)Oc1ccc(C(F)(F)F)cc1)S(=O)(=O)c1ccc(Cl)cc1 (stereo unspecified) | 56
Cc1ccc2sc(NCc3cccnc3)nc2c1C | 65
O=C(CCS(=O)(=O)c1ccc(Cl)cc1)Nc1nnc(-c2ccc(F)cc2)o1 | 34*
Cc1ccc(Cn2cnc3c(-c4ccccc4)csc3c2=O)c(C)c1 | 68
O=c1[nH]c(-c2ccccc2O)nc2ccccc12 | 57

# Additional compounds:
SMILES | RMI-FANCM inh
CCCN(CCC)S(=O)(=O)c1ccc(C(=O)ON=C2CCCCC2)cc1 | 55
O=C(Nc1nc2c(cc3c4c(cccc42)CC3)s1)C1CCCCC1 | 65
O=C(Nc1ccncc1)c1ccc(=O)n(Cc2ccc(F)cc2)n1 | 64
O=C(CSc1cn(Cc2cccc(F)c2)c2ccccc12)Nc1ccc([N+](=O)[O-])cc1 | 71
COc1cc(/C=C(\C#N)c2nc(-c3ccco3)cs2)cc(OC)c1OC | 58
CC(C)N(C(=O)Cn1c(C2CCCO2)nc2ccccc21)c1ccccc1 (stereo unspecified) | 59
CC1CNc2c(cccc2S(=O)(=O)N[C@@H](CCCN=C(N)N)C(=O)N2CC[C@@H](C)C[C@@H]2C(=O)O)C1 (stereo partly specified) | 59
COc1ccc(NC(=O)CSc2nccn3nc(-c4ccc(F)cc4)cc23)c(OC)c1 | 65
O=C(CSc1ccc(NC(=O)c2cccs2)nn1)Nc1cccc(Cl)c1Cl | 90
Cc1ccc([N+](=O)[O-])cc1NC(=O)c1ccc(=O)n(Cc2cccc(Cl)c2)c1 | 52
O=C(CSc1nnc(-c2ccncc2)n1Cc1ccccc1)N1CCCc2ccccc21 | 63
CC(=O)c1ccc(-c2ccc(/C=C(\C#N)c3nc4ccccc4n3C)o2)cc1 | 78

# The results go on.
SMILES | RMI-FANCM inh
O=c1[nH]c(=S)c2c(n1Cc1ccc3c(c1)OCO3)CCC2 | 63
COc1ccc(N2CCN(CCNC(=O)C34CC5CC(CC(C5)C3)C4)CC2)cc1 | 65
Cc1ccc(S(=O)(=O)NCC(c2ccco2)N2CCN(c3ccccc3F)CC2)cc1 (stereo unspecified) | 50
CCOc1cc(N)c([N+](=O)[O-])cc1Cl | 57
O=C(CCc1csc2nc(-c3ccccc3)cn12)NCC1CCCO1 (stereo unspecified) | 62
O=C(CSc1ccc(Cl)cc1)Nc1nc(-c2cccs2)cs1 | 56
Cc1cc(=O)oc2c(O)c(O)ccc12 | 66
O=c1[nH][nH]c(=O)c2cc([N+](=O)[O-])ccc12 | 46
COc1cccc(CSc2nc(CC(=O)Nc3ccc(OC)c(OC)c3)cc(=O)[nH]2)c1 | 59
Cc1ccc(-c2ccc(S(=O)(=O)Nc3ccc4c(c3)OCCO4)cc2)cc1 | 50
CCc1ccc(NC(=O)c2ccccc2C(=O)O)cc1 | 61
CC(=O)OC[C@H](OC(C)=O)[C@@H](OC(C)=O)[C@@H](C#N)OC(C)=O | 57

# Next section
SMILES | RMI-FANCM inh
O=C(Nc1ccc(-c2ccc3nnc(-c4ccccn4)n3n2)cc1)c1ccccc1Cl | 69
Cc1cc(S(=O)(=O)n2ccc(-c3cc(Cl)sc3Cl)n2)cc(C)c1F | 54
Cc1onc(-c2ccccc2Cl)c1C(=O)NCCN1CCN(c2ccccc2F)CC1 | 63
O=C(CSc1ccc(NC(=O)C2CC2)nn1)OCc1ccccc1 | 79
CN(C)S(=O)(=O)c1ccc(C(=O)Nc2nnc(Cc3ccc(Cl)s3)o2)cc1 | 65
O=C(Cc1ccccc1)NC(=S)Nc1ccc(N2CCCCC2)cc1 | 55
O=C(O)c1ccc(S(=O)(=O)NCc2ccccc2)cc1 | 66
COc1ccc(S(=O)(=O)Nc2ccc3c(c2)CCC(=O)N3CC(C)C)cc1Cl | 64
c1nc(Nc2ccc3c(c2)OCCO3)c2cn[nH]c2n1 | 52
CN(C)CCNC(=O)/C(=C/c1ccc(-c2ccc(Cl)c(Cl)c2)o1)NC(=O)c1ccccc1 | 113
CCOC(=O)c1sc2nc(SCc3ccccc3)nc(-c3ccc(OC)cc3)c2c1N | 68&51
O=C(Cc1csc(NC(=O)C2CC2)n1)NCc1cccs1 | 54

# Continuation:
SMILES | RMI-FANCM inh
O=C(CSc1nnc2ccc(-c3cccnc3)nn12)NCc1ccco1 | 54
C=CCNC(=O)C(=O)N1CCN(c2cccc(Cl)c2)CC1 | 54
COc1ccc(C=O)cc1Cn1c(=O)n(CCCCC(=O)NCCC(C)C)c(=O)c2ccccc21 | 74
CSc1ccc(CC(=O)N(Cc2ccncc2)c2nc3c(C)cccc3s2)cc1 | 73
Cc1cccc(S(=O)(=O)NCc2ccsc2)c1 | 69
COc1cc(OC)cc(N2C(=O)c3nccnc3C2=O)c1 | 53
CCOC(=O)O/N=C(/N)c1ccc(Cl)cc1 | 63
Cc1c(C(=O)O)nnn1-c1ccc(Br)cc1 | 63
O=C1CCc2cc(NS(=O)(=O)c3ccc([N+](=O)[O-])cc3)cc3c2N1CC3 | 55
COc1ccc(NC(=O)c2ccc(Cl)c(S(=O)(=O)N3CCOCC3)c2)c(OC)c1 | 65
O=C(Cn1cnc2ccccc21)NCCn1ncc2c(N3CCN(c4ccc(F)cc4)CC3)ncnc21 | 67
O=C(Nc1cccc(-c2nc3cccnc3s2)c1)c1cc(Cl)ccc1[N+](=O)[O-] | 82
Cc1cc(O)c2c(c1O)C(=O)c1c(O)cc(C)c(O)c1C2=O | 58
CC(C)(C)C1CCc2c(sc3nc(CCC(=O)N4CCN(c5ccc(F)cc5)CC4)[nH]c(=O)c23)C1 (stereo unspecified) | 71

# The list is partial; count on the stated rates, not on these rows.
